Bcl-B displacement = displacers of TR3 peptide from Bcl-B, primary screen, selectivity assay for Bfl-1 inhibitor project, biochemical, fluorescence polarization | Bcl-2-like protein 10 (Homo sapiens) | FP displacement of FITC-TR3 peptide from Bcl-B; higher % means a stronger effect | one-dose displacement, % at 20 µM; IC50 in µM for titrated hits | 96,000 compounds, 0.11% hits | AID 748, 2007;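 active means displacement above 50% at 20 µM plus a fluorescence interference ratio under 1.5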;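 further: plate controls were wells without compound for no effect and wells lacking Bcl-B protein for full effect; a part of the inactive calls stands beside numbers as strong as those of hits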
IL1B NFkB inh = inhibitors of IL-1B driven NFkB p65 nuclear import, primary screen, imaging, HUVEC, IL-1B stimulus, high-content imaging. inhibition, % at 2 µM. 94,000 compounds, 0.43% hits. AID 796, 2007. HUVEC IL-1B NFkB p65 nuclear translocation imaging;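 active means inhibition above about 30% together with a positive call from visual inspection of the well image, limit read from the data; inconclusive means inhibition above a set limit but visual check negative; inactive means inhibition not above a set limit, visual check negative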;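 further: nuclear over cytoplasmic p65 intensity ratio measured by imaging; 0% = IL-1B stimulated DMSO wells and 100% = unstimulated DMSO wells; values of inactives mirror those of a sister screen read the other way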
NFkB transloc pot = enhancers of NFkB p65 translocation in HUVEC – imaging, IL-1B stimulus, high-content imaging, primary screen; 94,000 compounds, 0.3% hits; activation, % at 2 µM; AID 819, 2007; HUVEC IL-1B NFkB p65 nuclear translocation imaging;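 active means activation above 40%, about the mean plus 3 SD, also judged a hit on visual image review; inconclusive means activation above 40% but not a hit on visual review; inactive means activation not above 40% and no visual hit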;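 further: percent activation is computed from the nuclear over cytoplasmic p65 intensity ratio; values of inactives mirror those of a sister screen read the other way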
MRP reversal = reversal of MRP1-mediated doxorubicin resistance, primary screen, H69AR cells, doxorubicin co-treatment | differential viability (reversal), % at 10 µM | 85,000 compounds, 0.04% hits | H69AR cells + 2 uM doxorubicin, CellTiter-Glo, 72 h;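 active means viability drop by adding the cancer drug above about 55%, with treated viability meeting a 40% cutoff, limit read from the data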;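 further: viability without doxorubicin minus viability with 2 µM doxorubicin for each compound; larger differential means the compound sensitizes cells more to doxorubicin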
PLAP inhibitors HTS = PLAP enzyme inhibitors, biochemical, luminescence, HTS (AID 690) | Alkaline phosphatase, placental type (Homo sapiens) | purified PLAP, luminescent substrate; higher % means a stronger effect | inhibition, % at 20 µM, or IC50 in µM where a hit was titrated | 96,000 compounds, 0.08% hits; in the data active means a potency from the dose series; inactive means the rest, 99 in 100 with inhibition below about 30%; further: strong numbers were not always called active
MRP reversal cytotoxicity = further read-out of MRP reversal, marked with its call; viability, %; H69AR cells, CellTiter-Glo, 72 h; measured here: cytotoxicity without doxorubicin
MRP reversal with doxorubicin = second read-out of MRP reversal, no call of its own (marks repeat the call); viability, %; measured here: viability with 2 uM doxorubicin; stronger effect = lower value
IL1B NFkB inh cell count 2 µM = further read-out of IL1B NFkB inh, marked with its call; cell count; measured here: cells passing quality filter;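 raw number of nuclei counted in each imaged well without normalization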
NFkB transloc pot cell count 2 µM = second read-out of NFkB transloc pot, no call of its own (marks repeat the call); cell count; measured here: cells passing quality filter
Starred values were filed as active, the others as inactive; ? = inconclusive; . = not tested or not shown. Some of the compounds tested (hit frequency here may not be typical).

SMILES	Bcl-B displacement	IL1B NFkB inh	IL1B NFkB inh cell count 2 µM	NFkB transloc pot	NFkB transloc pot cell count 2 µM	MRP reversal	MRP reversal cytotoxicity	MRP reversal with doxorubicin	PLAP inhibitors HTS
Cc1cc(C)cc(Oc2ccccc2C=O)c1	-7.0%	-5.4	97	5.4	97	.	.	.	-8.9%
COc1ccc(Br)cc1/C=N/n1c(C)nnc1C	.	-32.7	161	32.7	161	-57.0	28.1	85.1	.
COc1ccc(CC(=O)NCc2nnc(SCC(=O)Nc3nccs3)n2-c2ccccc2)cc1	-2.9%	-0.9	55	0.9	55	9.4	89.6	80.2	-29.8%
CCOC(=O)c1nnn(-c2nonc2N)c1COc1ccc(F)cc1	-2.4%	-6.8	168	6.8	168	2.0	96.5	94.5	17.8%
O=C(Nc1cccc(F)c1)c1ccc(S(=O)(=O)NCC2CCCO2)cc1 (configuration not stated)	-1.7%	0.3	136	-0.3	136	8.8	93.7	84.9	0.5%
CC1CC1C(=O)OCC(=O)NCc1ccc(Cl)cc1Cl (configuration not stated)	2.0%	9.9	132	-9.9	132	.	.	.	3.7%
Cc1cc(=O)[nH]c2c1c(C)nn2C1CCCC1	-2.3%	-2.0	164	2.0	164	16.9	107.4	90.4	18.8%
CN1CCc2nc(NC(=O)c3cccc(S(=O)(=O)N4CCc5ccccc54)c3)sc2C1	-25.1%	-15.7	48	15.7	48	-5.6	74.0	79.6	-86.8%
COCc1cc(=O)[nH]c2cc(NC(=O)C(F)(F)F)c(C)cc12	-9.4%	-21.8	136	21.8	136	.	.	.	3.4%
O=C(CS(=O)(=O)Cc1ccccc1)Nc1nnc(C2CCCCC2)s1	-4.4%	.	.	.	.	-7.5	90.2	97.7	-8.2%
NC(=O)C1CCN(C(=O)CSc2nc3ccccc3[nH]2)CC1	-1.5%	4.7	149	-4.7	149	.	.	.	21.1%
Cc1cc(C)nc(SCCn2c(N(C)Cc3ccccc3)nc3c2c(=O)n(C)c(=O)n3C)n1	2.0%	-18.5	70	18.5	70	13.2	87.7	74.5	-24.6%
CC1(C)Cc2c(c(N3CCOCC3)nc3snc(N)c23)CO1	-7.3%	.	.	.	.	10.4	94.5	84.2	7.5%
Cc1cc(=O)[nH]c(N/N=C/c2ccco2)n1	-1.8%	-10.1	58	10.1	58	-11.6	87.1	98.8	-20.2%
O=C(Nc1cccnc1)c1ccc(Cl)c(S(=O)(=O)N2CCCCCC2)c1	4.1%	4.4	123	-4.4	123	-17.0	60.2	77.2	-52.7%
CC(=O)c1c(COC(=O)c2ccncc2)nc2ccccc2[n+]1[O-]	15.4%	1.9	96	-1.9	96	-6.7	84.3	91.1	-3.3%
CC(CCc1ccccc1)NC(=O)c1ccccc1 (configuration not stated)	0.8%	-5.3	180	5.2	180	36.7	117.1	80.4	-11.0%
COc1ccc2cnn(-c3ccc(C)cc3)c(=O)c2c1OC	-2.0%	-7.3	182	7.3	182	5.5	100.8	95.3	-26.2%
COc1ccc(-n2c(SC)nc(O)c(Cc3ccccc3)c2=O)cc1	2.8%	10.3	122	-10.3	122	.	.	.	-3.8%
CCC(=O)/C=C1/Sc2ccccc2N1CC	.	-12.3	113	12.3	113	15.4	97.3	81.8	.
O=C(C1CCCCC1)N1CCN(S(=O)(=O)c2ccc(Cl)cc2)CC1	-9.5%	-21.9	175	21.9	175	0.4	84.6	84.2	-21.0%
O=c1[nH]c(NCCCO)nc2c1C1(CCCC1)Cc1ccccc1-2	-7.7%	.	.	.	.	-5.9	92.2	98.1	-29.2%
O=C(NC1CCCCC1)N1CCN(C(c2ccccc2)c2ccccc2)CC1	-19.9%	-4.2	205	4.2	205	16.4	101.9	85.5	-21.2%
CC(=O)c1cnc(Nc2nc(C)c3cc(C)c(C)cc3n2)nc1C	-3.2%	-23.1	150	23.1	150	-3.0	74.3	77.3	-7.7%
COc1ccc(C)cc1NC(=O)C(=O)NCc1ccncc1	-1.9%	-3.9	154	3.9	154	.	.	.	2.3%
COc1ccc(Nc2nc(Cl)nc(NCc3ccco3)n2)c(OC)c1	7.4%	.	.	.	.	.	.	.	4.3%
Cc1cc2oc(C(=O)NCc3ccc4c(c3)OCO4)c(C)c2cc1C	-5.7%	3.5	155	-3.5	155	-5.9	87.5	93.4	8.0%
CS(=O)(=O)N1CCN(C(=O)CCC2CCCC2)CC1	9.2%	7.9	158	-7.9	158	13.5	99.3	85.8	-15.7%
Cn1c(=O)c2c(nc(NCCCO)n2Cc2cccc(Br)c2)n(C)c1=O	-8.0%	-2.3	111	2.3	111	-3.0	97.3	100.3	19.2%
CC1(C)Cc2c(sc3nc(SCC(=O)O)[nH]c(=O)c23)CO1	-11.2%	.	.	.	.	15.1	107.0	91.8	6.1%
Nc1ccc(C(=O)N/N=C/c2ccccc2)cc1	-2.5%	-13.9	173	13.9	173	.	.	.	13.2%
O=C(O)c1ccc(CNCc2c(Cl)cccc2Cl)cc1	-3.7%	-21.7	134	21.7	134	.	.	.	-26.9%
Cc1nn2c(N3CCN(C(=O)c4ccco4)CC3)cc(C(C)(C)C)nc2c1-c1ccc(Cl)cc1	0.4%	2.4	116	-2.4	116	.	.	.	-24.3%
CCCCNC(=O)C(=O)c1ccccc1NC(C)=O	0.1%	-4.6	150	4.6	150	.	.	.	9.0%
CCCCCCCC1CC(CSC(=N)N)OC1=O (configuration not stated)	-12.6%	0.1	180	-0.1	180	-13.9	76.0	89.8	11.5%
COC(=O)c1ccc(NC(=S)N2CCN(Cc3ccc(Cl)cc3)CC2)cc1	6.1%	-2.3	104	2.3	104	.	.	.	-13.4%
OC(COc1ccccc1)CSc1ncn[nH]1 (configuration not stated)	-5.7%	1.8	112	-1.8	112	-10.1	104.2	114.3	-47.4%
COCCn1nnnc1C(c1cccs1)N1CCN(c2cccc(C(F)(F)F)c2)CC1 (configuration not stated)	-5.6%	-5.8	58	5.8	58	-14.2	84.2	98.4	-24.4%
COc1ccccc1CN1C(=O)CCC1(C)C(=O)NC1CCCCCC1 (configuration not stated)	-4.9%	-21.7	134	21.7	134	0.3	94.1	93.8	-51.8%
COc1ccc(NC(=O)CSc2ccccn2)cc1OC	-2.7%	-5.2	131	5.2	131	-16.2	70.3	86.5	-12.5%
Cc1ccc(CNC(=O)CS(=O)Cc2nc(-c3ccccc3C)oc2C)cc1 (configuration not stated)	2.8%	8.9	169	-8.9	169	7.6	96.3	88.8	-44.8%
C[N+]1(CCNC(=O)/C=N/O)CCCCC1	-2.6%	13.0	143	-13.0	143	1.2	101.2	100.0	7.6%
COC(=O)CC(NC(=O)c1ccco1)c1ccc(C(C)C)cc1 (configuration not stated)	7.8%	16.9	132	-3.3	50	26.6	112.3	85.7	14.6%
Cc1ccc(NC(=O)CN2CCC(NC(=O)Cc3ccccc3)CC2)cc1C	-4.1%	-7.2	164	7.2	164	.	.	.	-18.0%
Cc1[nH]c2ccccc2c1/C=N/Nc1nc(Nc2ccccc2)nc(N2CCOCC2)n1	-7.6%	-4.4	144	4.4	144	.	.	.	-21.2%
O=C(c1ccc(-c2nnc(Nc3cccc(Cl)c3)c3ccccc23)cc1)N1C[C@H]2C[C@H](C1)c1cccc(=O)n1C2	2.2%	-6.6	164	6.6	164	-4.6	89.8	94.3	-39.4%
c1ccc(-n2nnnc2Sc2n[nH]c(-c3ccncc3)n2)cc1	-14.8%	12.5	97	-12.5	97	-10.7	83.6	94.3	14.9%
CCn1ncc(Br)c1C(=O)Nc1ccc(F)cc1F	1.3%	-1.6	146	1.6	146	15.6	98.2	82.6	10.1%
O=C(CCCC(=O)OCC(Cl)=C(Cl)Cl)Nc1cccc(F)c1	-10.2%	-9.4	126	9.4	126	.	.	.	-0.4%
CCCC1=NCCn2cccc21	-6.6%	-9.1	197	9.1	197	9.2	101.3	92.1	21.4%
CCc1ccc2[nH]c(=O)c(C(c3nnnn3CC3CCCO3)N3CCCc4ccccc43)cc2c1 (configuration not stated)	-7.5%	.	.	.	.	-11.3	20.2	31.5	-70.9%
CCN1CCN(c2nc3c(c(=O)n(C)c(=O)n3C)n2CCSc2nccc(C)n2)CC1	-1.5%	.	.	.	.	3.3	79.2	75.9	-6.3%
Cc1ccc(C(=O)NCc2ccco2)cc1S(=O)(=O)N1CCOCC1	-2.3%	0.9	139	-0.9	139	6.9	84.2	77.2	-16.7%
O=C(O)CCn1[nH]c(=O)ccc1=O	.	-22.3	134	22.3	134	14.7	91.2	76.6	.
Nc1nc(SCc2ccc3c(c2)OCO3)n[nH]1	-10.4%	11.8	88	-11.8	88	-0.2	97.3	97.5	-58.8%
COCCn1c(Cc2ccccc2)nnc1SCc1nc2ccccc2c(=O)[nH]1	-2.0%	2.1	111	-2.1	111	.	.	.	4.6%
O=C(c1ccco1)N1CCN(C(c2ccc(Cl)cc2)c2nnnn2Cc2ccccc2)CC1 (configuration not stated)	.	-4.2	165	4.2	165	-13.8	60.9	74.7	.
Cc1ccc(Nc2nc3nonc3[nH]c2=O)cc1	-1.0%	-9.1	166	9.1	166	16.1	90.0	73.9	9.9%
COc1ccc(C(=O)NN2C(=O)C3C4C=CC(O4)C3C2=O)cc1 (configuration not stated)	-2.6%	0.1	164	-0.1	164	.	.	.	0.8%
CC1CCCCC1NC(=O)c1ccc2c(c1)[nH]c(=O)n2C1CCCC1 (configuration not stated)	6.8%	-25.0	132	25.0	132	-42.8	20.7	63.5	-77.6%

A stretch taken from the entries so far:
SMILES	Bcl-B displacement	IL1B NFkB inh	IL1B NFkB inh cell count 2 µM	NFkB transloc pot	NFkB transloc pot cell count 2 µM	MRP reversal	MRP reversal cytotoxicity	MRP reversal with doxorubicin	PLAP inhibitors HTS
O=C(Nc1cccnc1)c1ccc(Cl)c(S(=O)(=O)N2CCCCCC2)c1	4.1%	4.4	123	-4.4	123	-17.0	60.2	77.2	-52.7%
CC(=O)c1c(COC(=O)c2ccncc2)nc2ccccc2[n+]1[O-]	15.4%	1.9	96	-1.9	96	-6.7	84.3	91.1	-3.3%
CC(CCc1ccccc1)NC(=O)c1ccccc1 (configuration not stated)	0.8%	-5.3	180	5.2	180	36.7	117.1	80.4	-11.0%
COc1ccc2cnn(-c3ccc(C)cc3)c(=O)c2c1OC	-2.0%	-7.3	182	7.3	182	5.5	100.8	95.3	-26.2%

Next part.
SMILES	Bcl-B displacement	IL1B NFkB inh	IL1B NFkB inh cell count 2 µM	NFkB transloc pot	NFkB transloc pot cell count 2 µM	MRP reversal	MRP reversal cytotoxicity	MRP reversal with doxorubicin	PLAP inhibitors HTS
O=C(CSc1nnc(CNc2ccccc2)o1)c1ccc2c(c1)OCCO2	8.7%	-18.3	166	18.3	166	-2.1	85.9	88.0	-2.1%
Cc1c(NC(=O)CSc2nc3ccccc3s2)c(=O)n(-c2ccccc2)n1C	6.4%	-20.6	149	20.6	149	11.8	94.7	82.9	9.1%
CCOC(=O)CSc1nnc(C)n1N	-2.8%	-44.6	190	?	.	13.2	86.2	73.1	-28.3%
Cc1ccc(NC(=O)CSc2nnc(-c3ccccc3C)o2)cc1C	-13.8%	-7.4	99	7.4	99	4.7	92.4	87.7	20.1%
CCCn1c(SCC(=O)N2CCCc3ccccc32)nnc1-c1ccccn1	-3.5%	-7.5	184	7.5	184	26.7	99.8	73.1	-21.1%
O=C(O)c1cccc(COc2ccc(CO)cc2Cl)c1	0.6%	.	.	.	.	.	.	.	-22.0%
Cc1ccccc1C(NC(N)=O)c1ccccc1 (configuration not stated)	-12.8%	-5.6	145	5.6	145	9.8	91.3	81.5	-6.2%
COc1ccc(CNc2oc(COc3ccccc3Cl)nc2C#N)cc1	0.9%	2.1	49	-2.1	49	2.7	80.3	77.6	8.2%
CCN(CCCNS(=O)(=O)c1ccc2c(c1)oc(=O)n2C)c1cccc(C)c1	-6.0%	.	.	.	.	8.9	94.3	85.4	-5.2%

From PubChem BioAssay
